Screening data from PubChem.
FEN1 inh = qHTS Assay for the Inhibitors of Human Flap endonuclease 1 (FEN1) | Recombinant FEN1 flap cleavage, fluorescence, 15 min | hit rate 0.35% among 390,000 | P39748 | Potency, µM (top dose mostly 114 µM), for inactives: top-dose activity change, negative = inhibition, usual class: inhibitors; further: nearly all actives have a fitted effect of over 65% in size
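Compounds are tested as a concentration series against 10 nM FEN1; after a 15 min room-temperature preincubation, 50 nM substrate starts cleavage, with plate reads at 0 and 15 min. Normalized responses are fitted by a Hill equation.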
GCN5L2 inh = qHTS Assay for Inhibitors of GCN5L2. Histone acetyltransferase KAT2A (Homo sapiens), Q92830. GCN5L2 HAT assay, ThioGlo1 CoA-SH fluorescence. Potency, µM (top dose mostly 58.9 µM), inactives show at the top dose activity change, negative = inhibition, most hits filed as inhibitors. hit rate 0.21% among 390,000. AID 504327, 2011
Target sequence (Q92830 whole entry, looked up): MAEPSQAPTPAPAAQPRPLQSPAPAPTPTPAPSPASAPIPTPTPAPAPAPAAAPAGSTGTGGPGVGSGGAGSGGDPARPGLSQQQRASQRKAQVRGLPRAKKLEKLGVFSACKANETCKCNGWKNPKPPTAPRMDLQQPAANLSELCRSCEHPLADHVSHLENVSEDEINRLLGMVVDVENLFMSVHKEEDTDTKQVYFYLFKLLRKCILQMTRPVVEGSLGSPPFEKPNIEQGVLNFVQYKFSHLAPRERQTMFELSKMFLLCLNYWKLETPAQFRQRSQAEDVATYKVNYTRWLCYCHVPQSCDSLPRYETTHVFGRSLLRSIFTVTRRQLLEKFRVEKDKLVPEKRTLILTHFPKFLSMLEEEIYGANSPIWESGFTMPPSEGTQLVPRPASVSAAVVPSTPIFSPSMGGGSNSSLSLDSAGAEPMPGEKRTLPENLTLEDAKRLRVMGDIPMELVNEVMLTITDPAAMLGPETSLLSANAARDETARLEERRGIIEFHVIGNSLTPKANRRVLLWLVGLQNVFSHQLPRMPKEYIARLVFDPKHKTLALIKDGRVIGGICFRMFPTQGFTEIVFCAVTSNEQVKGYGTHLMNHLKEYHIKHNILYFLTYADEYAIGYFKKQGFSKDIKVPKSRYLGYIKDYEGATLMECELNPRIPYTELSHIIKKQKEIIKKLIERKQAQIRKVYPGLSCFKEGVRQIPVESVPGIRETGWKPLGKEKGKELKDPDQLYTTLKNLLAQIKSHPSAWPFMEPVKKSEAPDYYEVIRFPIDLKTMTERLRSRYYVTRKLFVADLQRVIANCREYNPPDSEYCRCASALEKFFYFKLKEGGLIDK
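Compounds, pin-transferred from DMSO stocks, meet 20nM GCN5L2 for 15 min before the reaction begins with H3(1-25) peptide (75uM) and acetyl-CoA (70uM). Thiol-reactive ThioGlo1 reports CoA release over 20 min at room temperature.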
N370S GC mod = qHTS Assay for Inhibitors and Activators of N370S glucocerebrosidase as a Potential Chaperone Treatment of Gaucher Disease. Lysosomal acid glucosylceramidase (Homo sapiens), P04062. N370S GC spleen homogenate, 4MU-glucoside fluorescence. Potency, µM (top dose mostly 59.4 µM), without a hit: top-dose activity change, negative = inhibition, most hits filed as inhibitors. hit rate 0.092% among 330,000;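 further: 0% = full enzyme activity and -100% = no enzyme basal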
Numbers without * were called inactive; ? = inconclusive; . = not tested or not shown; & = joins results of further samples; [ ] = another dose, or the depositor's remark. The call rests on the fitted dose curve; in most records, active means well fitted curve in the direction sought with a large enough effect; inconclusive means small, poorly fitted or top-dose-only effect, or another doubt; inactive means no such curve, though single readings can be large; an effect the other way counts as inactive or inconclusive. Unless noted, on the % scale 0 is the no-effect control and ±100 the full control effect; potency means the concentration at half of the fitted maximal effect. A portion of the library, so the mix of outcomes need not match the whole.

#1 COc1ccc(Cc2nnc(SCC(=O)NCc3ccco3)o2)cc1
#2 CC(C)Cn1cc(C(=O)N2CCOCC2)c2c3ccccc3n(C)c2c1=O
#3 CCN(CC)c1nc(-c2cccc(OC)c2O)nc2ccccc12
#4 COCCNc1cc(-c2ccccc2C)ncn1
#5 O=Cc1ccccc1OCCOc1ccccc1C=O
#6 CCOc1cc(C2c3c(oc4ccccc4c3=O)C(=O)N2Cc2ccc(OC)cc2)ccc1O (stereo not given)
#7 CCOC(=O)/C=C1\CC(C(=O)OCC)Oc2c(OC)cccc21 (stereo not given)
#8 CC1=C(c2ccc(F)cc2)S(=O)(=O)N=C1N1CCC(C(=O)NCCc2ccccc2C)CC1

entry no. | 1 | 2 | 3 | 4 | 5 | 6 | 7 | 8
FEN1 inh | -1% | -18% | -27% | . | -16% | 2% | -10%&3% | -1%
N370S GC mod | -5% | 2% | -20% | -3% | 2% | . | 0%[89.1 µM] | .
GCN5L2 inh | -22% | 2% | -5% | -12% | -4% | -5% | -6% | -3%

Only GCN5L2 inh and N370S GC mod, for 4 of the compounds above:
no. | SMILES | GCN5L2 inh | N370S GC mod
3 | CCN(CC)c1nc(-c2cccc(OC)c2O)nc2ccccc12 | -5% | -20%
4 | COCCNc1cc(-c2ccccc2C)ncn1 | -12% | -3%
5 | O=Cc1ccccc1OCCOc1ccccc1C=O | -4% | 2%
6 | CCOc1cc(C2c3c(oc4ccccc4c3=O)C(=O)N2Cc2ccc(OC)cc2)ccc1O (stereo not given) | -5% | .

Later entries.
#9 CCS(=O)(=O)c1nc(S(=O)(=O)c2ccc(C)cc2)c(N2CCC(C)CC2)s1
#10 CCOC(=O)N1CCC(NC(=O)c2ccc3nc(N4CCOCC4)sc3c2)CC1
#11 O=C(CCN1C(=O)c2cccc3cccc(c23)C1=O)N1CCOCC1
#12 COC(=O)c1nnn(CC(=O)NC(=O)Nc2ccccc2)c1C(=O)OC
#13 CCc1noc(C)c1C(=O)Nc1ccc(F)c(F)c1F
#14 CC1C(=O)Nc2ccc(S(=O)(=O)N3CCCCCC3)cc21 (stereo not given)
#15 O=C(CN1CCN(c2ccc([N+](=O)[O-])cc2)CC1)Nc1ccccn1
#16 O=C(O)CSc1nnc(-c2ccc3c(c2)OCO3)n1-c1ccccc1

entry no. | 9 | 10 | 11 | 12 | 13 | 14 | 15 | 16
FEN1 inh | 1% | 3% | -9% | -3% | -6% | -12% | 2% | -15%
N370S GC mod | ? | 1% | 3% | 2% | -2% | . | 1% | 4%
GCN5L2 inh | -5% | 0% | -10% | -1% | 2% | 28% | -2% | -3%

#17 CC(=O)c1ccc(-n2nnnc2SCC(=O)N2CCN(C(=O)c3ccco3)CC2)cc1
#18 CCOC(=O)NC(=O)/C(C#N)=C\c1ccccc1
#19 C[C@]12c3[nH]c4ccccc4c3CCN1C(=O)C(CC(=O)NCc1ccco1)C[C@@H]2C(=O)N1CCOCC1 (stereo not given in full)
#20 COc1ccc(-c2cc(C(=O)O)c3c(C)nn(-c4ccccn4)c3n2)cc1
#21 Cc1ccc(OCC(=O)N2CCN(C(=O)c3cccs3)CC2)cc1
#22 CCOC(=O)Cn1c(=NC(=O)C(C)(C)C)sc2cc([N+](=O)[O-])ccc21
#23 Cn1c(SCc2cccc(Br)c2)nnc1-c1ccncc1
#24 COc1ccc(-c2cc3ccccc3n2CC(O)CNCCO)cc1 (stereo not given)

entry no. | 17 | 18 | 19 | 20 | 21 | 22 | 23 | 24
FEN1 inh | -1% | 2% | -11% | 12% | 6% | 5% | -18% | -5%
N370S GC mod | -2% | -9% | . | 1% | 7% | -6% | 0% | -7%
GCN5L2 inh | -2% | 0% | -3% | ? | -5% | -5% | -14% | 1%

#25 CCCC(=O)N1CCN(S(=O)(=O)c2cc(Cl)ccc2OC)CC1
#26 COCc1[nH]nc2c1C(C1C=CCCC1)C(C#N)=C(N)O2 (stereo not given)
#27 COc1ccc(Nc2oc(-c3ccc(COc4cccc(C)c4)o3)nc2C#N)cc1
#28 COc1cc(Cl)c(S(=O)(=O)n2cnc(C)c2)cc1Cl
#29 CN(CCCNC(=O)c1nn(C)c2c1CS(=O)(=O)c1ccccc1-2)Cc1ccccc1
#30 CCOC(=O)c1oc2ccc(Br)cc2c1CSc1nnc(C)s1
#31 CC1CCCCC1NC(=O)CSc1nncs1 (stereo not given)
#32 Cn1c(SCC(=O)Nc2ccc3c(c2)OCCO3)nnc1-c1ccco1

entry no. | 25 | 26 | 27 | 28 | 29 | 30 | 31 | 32
FEN1 inh | 6% | 7% | 17% | 9% | 3% | -25% | -1% | -10%
N370S GC mod | 4% | -6% | . | 3% | -7% | 2% | 4% | 3%
GCN5L2 inh | -8% | -2% | -3% | -1% | 4% | -6% | 3% | -7%

#33 CCc1ccccc1NC(=O)c1nnn(-c2ccc(F)cc2)c1C
#34 CCCc1cc(C(=O)N2CCCC(N3CCN(c4ccc(F)cc4)CC3)C2)no1 (stereo not given)
#35 Cc1cccc(NC(=O)CSc2nc(C)c(Cc3ccccc3)c(=O)[nH]2)c1
#36 C=CCn1c(SCC(=O)OCC)nc2cc(C(=O)NCc3ccco3)ccc2c1=O
#37 CCOc1ccc(Oc2c(/C=N/NC(=O)C3CC3)c(C)nn2-c2ccccc2)cc1
#38 Cc1ccc(NC(=O)c2c(C)oc3ccc(O)c(CN4CCOCC4)c23)c(C)c1
#39 FC(F)(F)c1cccc(NC(=S)NCCN2CCOCC2)c1
#40 O=C(CSc1nnc(-c2cccnc2)n1-c1ccc(F)cc1)NCc1ccc2c(c1)OCO2

entry no. | 33 | 34 | 35 | 36 | 37 | 38 | 39 | 40
FEN1 inh | 10% | -8% | 3%&-13% | -2% | 7% | 20% | -1% | -2%
N370S GC mod | . | -15% | ? | -5% | 18% | . | -27% | 3%
GCN5L2 inh | -2% | -7% | -2%&0% | 0% | -2% | 1% | -4% | -5%

Compound profiles, from the list above.
Profile of `Cc1cccc(NC(=O)CSc2nc(C)c(Cc3ccccc3)c(=O)[nH]2)c1` = FEN1 inh: 3%&-13%; N370S GC mod: ?; GCN5L2 inh: -2%&0%
Profile of `CCc1ccccc1NC(=O)c1nnn(-c2ccc(F)cc2)c1C` = FEN1 inh: 10%; N370S GC mod: .; GCN5L2 inh: -2%

Continued:
#41 O=C1CC(N(Cc2ccc3c(c2)OCO3)C(=O)Nc2ccc(F)cc2)C(=O)N1c1ccccc1 (stereo not given)
#42 COc1cc(C(=O)NCC(=O)Nc2ccc(F)c(F)c2)ccc1OCC(=O)N1CCOCC1
#43 C/C(=N\NC(=O)c1cc(C2CC2)nc2ccccc12)c1ccc(O)cc1O
#44 CCC(C)[C@H](NC(=O)NC1CCCc2ccccc21)C(=O)OC (stereo not given in full)
#45 O=C(O)c1ccc(CN2CCCCC2)o1
#46 Clc1cc(Br)ccc1NCc1cccnc1
#47 Cc1cccc(OCC(=O)Nc2nonc2-c2ccc(Br)cc2)c1C
#48 OC1(c2ccccc2F)CCN(Cc2nnnn2CCc2ccccc2)CC1

entry no. | 41 | 42 | 43 | 44 | 45 | 46 | 47 | 48
FEN1 inh | -21% | 0% | 10% | 3% | -3% | 9% | 2% | 2%
N370S GC mod | -2% | -7% | -5% | -1% | 10% | -4% | . | -2%
GCN5L2 inh | -4% | 1% | -8% | -11% | -2% | -2% | -6% | -6%

In a second layout: results already given.
7. CCOC(=O)/C=C1\CC(C(=O)OCC)Oc2c(OC)cccc21 (stereo not given)
  FEN1 inh: -10%&3%; N370S GC mod: 0%[89.1 µM]; GCN5L2 inh: -6%

8. CC1=C(c2ccc(F)cc2)S(=O)(=O)N=C1N1CCC(C(=O)NCCc2ccccc2C)CC1
  FEN1 inh: -1%; N370S GC mod: .; GCN5L2 inh: -3%

9. CCS(=O)(=O)c1nc(S(=O)(=O)c2ccc(C)cc2)c(N2CCC(C)CC2)s1
  FEN1 inh: 1%; N370S GC mod: ?; GCN5L2 inh: -5%

10. CCOC(=O)N1CCC(NC(=O)c2ccc3nc(N4CCOCC4)sc3c2)CC1
  FEN1 inh: 3%; N370S GC mod: 1%; GCN5L2 inh: 0%

Later entries
#49 COc1cc(SC)ccc1C(=O)Nc1nc(C)cs1
#50 COC(=O)Nc1ccc(Cc2ccncc2)cc1
#51 Nc1nc(=S)c2ncn([C@H]3O[C@@H](CO)[C@@H](O)[C@@H]3O)c2[nH]1
#52 Cc1ccc(NC(=O)Cn2nnc3sc4c(c3c2=O)CCC(C)C4)cc1 (stereo not given)
#53 Cc1ccccc1NC(=O)Cn1c(=O)n(CCCC(=O)NCc2ccc3c(c2)OCO3)c(=O)c2ccccc21
#54 O=C(O)c1ccc(OCC2CCCO2)cc1 (stereo not given)
#55 CCc1ccccc1N1C(=O)N(Cc2cc(=O)n3ccccc3n2)c2ccccc2S1(=O)=O
#56 Cc1ccc(Cl)cc1-n1ncc2c(Nc3ccc4c(c3)OCCO4)ncnc21

entry no. | 49 | 50 | 51 | 52 | 53 | 54 | 55 | 56
FEN1 inh | 16% | 2% | . | 11% | 5% | -4% | 11% | -17%
N370S GC mod | 2% | -4% | -4%[21.6 µM] | . | . | -1% | . | .
GCN5L2 inh | -10% | -7% | 0%[21.4 µM] | -6% | 3% | 2% | -5% | 5%

#57 Cc1cccc(NC(=O)C2CC(=O)N(c3ccccc3)C2)c1C (stereo not given)
#58 Cn1nc(C(=O)NCc2cccc(Cl)c2)c2c1-c1ccccc1S(=O)(=O)C2
#59 CSc1nc(C)cc(OCNC(=O)c2cccs2)n1
#60 O=C(CCN1C(=O)c2ccc(Br)cc2C1=O)NC1CCCCC1
#61 COc1ccc(Cn2ccnc2SCC(=O)Nc2ccccc2)cc1
#62 CSc1nc(-c2ccc(Cl)cc2)c(C#N)c(=O)[nH]1
#63 C=CCN(c1ccc(C(=O)NC(C)C)cc1)S(C)(=O)=O
#64 CCc1[nH]c(=S)c(C#N)c(-c2ccccc2)c1C(=O)OC

entry no. | 57 | 58 | 59 | 60 | 61 | 62 | 63 | 64
FEN1 inh | -5% | -1%&6% | -4% | -2% | -5% | 2% | -15% | -3%
N370S GC mod | -25% | 0% | 4% | -2% | 24% | 3% | 6% | 26%
GCN5L2 inh | 20% | -4%&-1% | 2% | 0% | -15% | 0% | -4% | -5%

#65 COc1cccc(C(c2sc3nc(-c4ccco4)nn3c2O)N2CCOCC2)c1 (stereo not given)
#66 CCc1ccc(NC(=O)c2ccc(F)c(S(=O)(=O)NCCc3ccc(OC)c(OC)c3)c2)cc1
#67 O=C(NC(=S)N1CCCCC1CO)c1cc(Br)ccc1Cl (stereo not given)
#68 C=CCN1C(=O)CSc2ccc(C(=O)NC3CCCCC3)cc21
#69 CCN(CC)c1ccc(NC(=O)CCNC(=O)c2ccco2)cc1
#70 COc1cc(NC(=O)Nc2c[nH]c(=O)[nH]c2=O)cc(OC)c1OC
#71 CCC(C(=O)Nc1cccnc1Cl)c1ccccc1 (stereo not given)
#72 Cc1ccccc1OCCC(=O)OCC(=O)Nc1ccc2[nH]c(=O)[nH]c2c1

entry no. | 65 | 66 | 67 | 68 | 69 | 70 | 71 | 72
FEN1 inh | 22% | 2% | -1% | 0% | -10% | 13% | 16% | -2%
N370S GC mod | . | . | 1% | -17% | 12% | . | 4% | -14%
GCN5L2 inh | -3% | -3% | -6% | -3% | -4% | -9% | -4% | 2%

#73 Nc1nnc(CCc2ccccc2)s1
#74 Cc1ccc(C(=O)C(C)OC(=O)CCN2C(=O)C3C4C=CC(C5CC45)C3C2=O)cc1 (stereo not given)
#75 O=C(CCNC(=O)c1ccccc1)NNC(=O)COc1ccccc1Cl
#76 COc1ccccc1Nc1nnc(SCC(=O)Nc2cc(C)on2)s1
#77 NS(=O)(=O)c1ccc(N=Nc2c(O)c(C(=O)O)cc3ccccc23)cc1
#78 O=C(c1cc2cc(Br)ccc2oc1=O)N1CCN(c2ccccn2)CC1
#79 O=C(COC(=O)c1ccc([N+](=O)[O-])s1)Nc1ccc(Cl)cn1
#80 Cc1nccn1-c1ccc(C=O)cc1
#81 COC(=O)[C@@H]1C[C@@]2(O)[C@@H](O)[C@@H](O)[C@@H](O)C[C@H]2N1Cc1ccc(-c2ccccc2)cc1
#82 N#Cc1cnc(Sc2ccccc2)nc1
#83 Cc1ccccc1NC(=O)CN1CCN(C)CC1

entry no. | 73 | 74 | 75 | 76 | 77 | 78 | 79 | 80 | 81 | 82 | 83
FEN1 inh | 4% | -9% | 3% | -5% | ? | -3% | -2% | 15% | -7% | 16% | 2%
N370S GC mod | -27%[2.35 µM] | -9% | . | 2% | -11% | -5% | -23% | 3% | 8%&-3% | -1% | -24%
GCN5L2 inh | -4% | -5% | 1% | 0% | -8% | -6% | -4% | -6% | 7% | -8% | 43%[activator]
